Hsp90 Hop PPI: changes Hsp90-Hop TPR2A binding signal, up or down; AID 595; 0.44% of 71,000 active; Potency, µM (titrated, usually from 57 µM), inactives show top-dose activity change, negative = inhibition; AlphaScreen TPR2A-His6 binding biotin-Hsp90 C-terminal peptide; active = well fitted curve in either direction with a large enough effect; inconclusive = small, poorly fitted or top-dose-only effect, or another doubt; also: potency is read from the fitted curve at half-maximal effect; % is scaled to controls: 0 for no effect and ±100 for the full control effect; many of its hits are not listed in these tables
Pol III holo inh: blocks replication by bacterial DNA polymerase III holoenzyme. reconstituted DNA polymerase III holoenzyme replication, biochemical. Potency, µM (top dose mostly 57.1 µM), for the others: at the top dose activity change, negative = inhibition. 0.25% of 71,000 active. AID 603; also: potency is read from the fitted curve at half-maximal effect; % is scaled to controls: 0 for no effect and ±100 for the full control effect
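Reconstituted *E. coli* holoenzyme (0.35 nM Pol III, 1 nM beta, 154 nM SSB, 2 nM primase) was preincubated with compound for 15 min at RT. Synthesis on 1.4 nM ssM13Gori ran 35 min, then was stopped with PicoGreen/EDTA and read as dsDNA fluorescence.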
4-MU autofl: compounds fluorescent in 4-MU spectral region; compound autofluorescence, 340/450 nm, 4-MU equivalents; stronger effect = higher value; max dye-equivalent concentration, M; 11% of 59,000 active; AID 589; in the data active = max dye-equivalent concentration above about 10 nM; inconclusive = mostly about 1.1 nM to 9.6 nM
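Compounds in 100 mM Tris, pH 8.0, incubated 15 min at room temperature, then fluorescence read at 340 nm excitation/450 nm emission. Signal converted to 4-MU dye-equivalent concentration using an on-plate six-point 4-MU standard curve.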
Ub-GFP proteasome: ubiquitin-GFP accumulation via proteasome inhibition | 67,000 tested, under 10 active | Potency, µM (titrated, usually from 45.9 µM), inactives show at the top dose activation (GFP accumulation), most hits filed as activators | AID 526 | Ubiquitin-GFP reporter cells, proteasome inhibition, GFP fluorescence; response scale: untreated = 0%, 10 µM MG-132 = 100%; active = well fitted activation curve with a large enough effect, not every such curve was filed as active; inconclusive = small, poorly fitted or top-dose-only effect, or another doubt; inactive = no such curve, though single readings can be large or run the other way; also: potency is read from the fitted curve at half-maximal effect
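Proteasome blockade was scored as a rise in GFP-expressing U2OS cells carrying a ubiquitin(G76V)-GFP construct, imaged after 4 hr compound treatment at 37 °C across a 46 uM–2.9 nM series.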
HADH2 inh: inhibitors of human HADH2 dehydrogenase. Q99714. recombinant HADH2, NADH fluorescence, beta-hydroxybutyryl-CoA. Potency, µM (titrated, usually from 57.1 µM), for inactives: at the top dose activity change, negative = inhibition, usual class: inhibitors. 3.4% of 73,000 active. AID 886; also: potency is read from the fitted curve at half-maximal effect; % is scaled to controls: 0 for no effect and ±100 for the full control effect; nearly all actives have a fitted effect of over 60% in size; many of its hits are not listed in these tables
Target sequence (Q99714 whole entry, looked up, one chain of several): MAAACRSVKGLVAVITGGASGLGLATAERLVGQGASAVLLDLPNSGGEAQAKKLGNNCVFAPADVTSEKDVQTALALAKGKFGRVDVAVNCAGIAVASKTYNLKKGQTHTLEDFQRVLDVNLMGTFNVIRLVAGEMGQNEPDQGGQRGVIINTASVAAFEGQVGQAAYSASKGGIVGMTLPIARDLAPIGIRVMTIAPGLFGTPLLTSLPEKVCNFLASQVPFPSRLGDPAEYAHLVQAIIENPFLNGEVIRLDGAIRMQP
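His-tagged recombinant enzyme from E. coli, 20 nM, preincubated 15 min RT with compound; reaction started with 1 mM NAD+ and 90 uM beta-hydroxybutyryl-CoA in 100 mM Tris-HCl pH 9.0. NADH fluorescence (ex 360/em 450) read over 4 min; last-minus-first difference.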
TexasRed autofl: Texas Red region autofluorescence | Compound fluorescence, Texas Red channel, 547/618 nm; stronger effect = higher value | max dye-equivalent concentration, M | 0.06% of 59,000 active | AID 587; in the data active = max dye-equivalent concentration above about 10 nM; inconclusive = between about 1.1 nM and that limit
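Texas Red-region profiling: compounds in 100 mM Tris pH 8.0 were read at 547/618 nm after 15 min at room temperature. Intensities were normalized against a six-point Texas Red standard series to give dye-equivalent concentration.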
HBB splice mod: alters splicing of the hemoglobin beta chain. HBB splicing reporter cell assay, activation; EGFP reporter with mutant IVS2-654 intron; response scale: normalised to 500 nM splice-correcting PNA. Potency, µM (doses to about 46.1 µM), for the others: at the top dose activation, most hits filed as activators. 0.06% of 65,000 active. AID 925; also: potency is read from the fitted curve at half-maximal effect; 0% is about no effect
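HeLa cells stably expressing EGFP interrupted by mutant beta-globin intron 2 (IVS2-654), 500/well in 2% FCS. Treated with compound for 2 days at 37C. Splicing correction scored as total well GFP intensity (488 nm excitation, 500-520 nm emission); 500 nM antisense PNA served as control.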
GFP derepression: epigenetic GFP locus derepression in mouse cells. mouse C127i GFP locus derepression, cytometry, 30 h. Potency, µM (titrated, usually from 46.1 µM), without a hit: top-dose GFP derepression (activation). 0.09% of 68,000 active; also: % of control where 0% means no effect
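Read-out is the number of GFP-positive cells, scored as fluorescent objects 20 to 120 um wide, reflecting derepression of a silenced CMV-GFP reporter in murine C127i cells after 30 h compound exposure at 37 C.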
Rhodamine fluor: rhodamine region autofluorescence; Rhodamine-region fluorescence, 547/598 nm, Tris buffer; stronger effect = higher value; max dye-equivalent concentration, M; 0.05% of 59,000 active; AID 594; in the data active = max dye-equivalent concentration above about 11 nM; inconclusive = between about 1.1 nM and that limit
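qHTS spectral profiling of compounds without any target or enzyme present, in pH 8.0 Tris buffer; plates were read after a 15-minute room-temperature incubation using the rhodamine-region filter set.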
Fluorescein autfl: fluorescein region autofluorescence. AID 593. max fluorescein-equivalent concentration, M. Compound autofluorescence, 480/540 nm, fluorescein-equivalent; stronger effect = higher value. 0.91% of 59,000 active; in the data active = max fluorescein-equivalent concentration above about 10 nM; inconclusive = between about 1.1 nM and that limit
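Compounds were pin-transferred into 100 mM Tris buffer, pH 8.0, and incubated 15 min at room temperature. Fluorescence was read at 480 nm excitation/540 nm emission. Signals were normalized to an on-plate six-point fluorescein standard curve as dye-equivalent concentration.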
15-hLO inh: 15-hLO (ALOX15) enzyme inhibition; P16050; Potency, µM (doses to about 57.1 µM), for inactives: at the top dose activity change, negative = inhibition, actives largely listed as inhibitors; 1.4% of 74,000 active; purified 15hLO-1, xylenol orange hydroperoxide absorbance; also: potency is read from the fitted curve at half-maximal effect; % is scaled to controls: 0 for no effect and ±100 for the full control effect; nearly all actives have a fitted effect of over 55% in size
Target sequence (P16050 whole entry, looked up): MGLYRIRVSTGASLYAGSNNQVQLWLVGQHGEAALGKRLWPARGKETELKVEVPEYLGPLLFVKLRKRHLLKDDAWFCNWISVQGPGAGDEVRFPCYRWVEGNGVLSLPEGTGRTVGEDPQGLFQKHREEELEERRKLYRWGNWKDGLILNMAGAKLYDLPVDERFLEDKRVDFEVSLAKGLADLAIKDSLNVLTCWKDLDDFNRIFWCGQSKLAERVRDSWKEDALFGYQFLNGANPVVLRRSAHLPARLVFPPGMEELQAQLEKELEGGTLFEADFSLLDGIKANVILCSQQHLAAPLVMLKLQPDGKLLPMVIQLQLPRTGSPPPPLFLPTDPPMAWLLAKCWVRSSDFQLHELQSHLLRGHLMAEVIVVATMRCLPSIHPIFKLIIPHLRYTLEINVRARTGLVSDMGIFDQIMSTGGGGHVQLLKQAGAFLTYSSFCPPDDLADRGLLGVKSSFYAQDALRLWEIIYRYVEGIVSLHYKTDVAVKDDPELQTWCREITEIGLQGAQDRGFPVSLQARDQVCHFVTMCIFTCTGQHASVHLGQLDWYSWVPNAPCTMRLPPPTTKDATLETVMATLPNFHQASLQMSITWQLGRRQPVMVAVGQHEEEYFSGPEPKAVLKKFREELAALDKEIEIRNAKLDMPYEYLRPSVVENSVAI
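Inhibition is scored from a chromogenic endpoint. After 15 min enzyme-compound contact, arachidonic acid (50 uM final) reacts 6 min with 40 nM 15hLO-1 at room temperature, then Fe-XO reagent is added for 30 min and absorbance ratio recorded.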
* = called active by the depositor; i = inactive; ? = inconclusive; . = not tested or not shown; & = joins results of further samples; [ ] = another dose, or the depositor's remark. Unless noted, calls follow the shape of the dose curve; as a rule, active = well fitted curve in the direction sought with a large enough effect; inconclusive = small, poorly fitted or top-dose-only effect, or another doubt; inactive = no such curve, though single readings can be large; an effect the other way counts as inactive or inconclusive.

compound	Hsp90 Hop PPI	Pol III holo inh	4-MU autofl	Ub-GFP proteasome	HADH2 inh	TexasRed autofl	HBB splice mod	GFP derepression	Rhodamine fluor	Fluorescein autfl	15-hLO inh
Cc1cc(NC(=O)CCn2c(=O)sc3ccccc32)no1	1%	-3%	i	6%	6%	i	1.1%	2%	i	?	6%
CCN(Cc1ccccc1)C(c1ccncc1)c1nnnn1C(C)(C)C (stereo unspecified)	2%	0%	i	1%	13%	?	.	-2%	i	i	-4%
COc1ccc(NC(=O)c2ccc(CN3CCN(c4ccccc4)CC3)cc2)cc1OC	-7%	2%	.	8%	-11%	.	-0.9%[9.22 µM]	0%	.	.	-12%
O=C(CNC(=O)c1cccs1)NCCN1CCN(Cc2ccccc2)CC1	-2%	2%	i	-3%	-2%	i	-1.3%[57.5 µM]	8%	i	?	7%
COc1cccc(C2=NOC(C(=O)Nc3ccc(OC)c(OC)c3)C2)c1 (stereo unspecified)	-3%	-4%	i	10%	9%	i	5.5%	4%	i	i	14%
CCOCCCNCc1ccc(OC)c(OC)c1	-3%	4%	i	0%	-6%	?	0.5%[0.369 µM]	5%	i	i	7%
CCOC(=O)CSc1nnc(Cn2nnc(-c3ccccc3)n2)n1CC	0%	-2%	i	-1%	9%	?	0.0%	10%	i	i	6%
COc1cc(S(=O)(=O)NCC2COCCO2)ccc1-n1cnnn1 (stereo unspecified)	-2%	4%	i	-2%	-1%	i	.	3%	i	i	-1%
CC(C)C1N=C2c3ccccc3N=C(SCC#N)N2C1=O (stereo unspecified)	-2%	1%	2e-07M*	-3%	25µM*	i	-1.1%	-1%	i	i	0%
CCCCCc1c(C)nc(SCC(=O)O)[nH]c1=O	0%	-4%	i	2%	-6%	i	-0.3%	3%	i	i	4%
O=c1ccsn1Cc1ccccc1	-3%	-1%	?	6%	0.16µM*	i	0.4%[57.5 µM]	0%	i	?	?
CCOC(=O)C1CCCN(C(=O)C2CCN(S(=O)(=O)c3cnc[nH]3)CC2)C1 (stereo unspecified)	2%	2%	i	-1%	-2%	i	0.6%	-2%	i	i	-3%

4 entries already listed, ordered by SMILES length, ascending:
compound	Hsp90 Hop PPI	Pol III holo inh	4-MU autofl	Ub-GFP proteasome	HADH2 inh	TexasRed autofl	HBB splice mod	GFP derepression	Rhodamine fluor	Fluorescein autfl	15-hLO inh
CCCCCc1c(C)nc(SCC(=O)O)[nH]c1=O	0%	-4%	i	2%	-6%	i	-0.3%	3%	i	i	4%
Cc1cc(NC(=O)CCn2c(=O)sc3ccccc32)no1	1%	-3%	i	6%	6%	i	1.1%	2%	i	?	6%
CCN(Cc1ccccc1)C(c1ccncc1)c1nnnn1C(C)(C)C (stereo unspecified)	2%	0%	i	1%	13%	?	.	-2%	i	i	-4%
O=C(CNC(=O)c1cccs1)NCCN1CCN(Cc2ccccc2)CC1	-2%	2%	i	-3%	-2%	i	-1.3%[57.5 µM]	8%	i	?	7%

Continuation.
compound	Hsp90 Hop PPI	Pol III holo inh	4-MU autofl	Ub-GFP proteasome	HADH2 inh	TexasRed autofl	HBB splice mod	GFP derepression	Rhodamine fluor	Fluorescein autfl	15-hLO inh
Cc1nn(C)c(C)c1S(=O)(=O)Nc1ccc2c(c1)OCO2	-4%	-1%	i	2%	16%	i	-2.0%	3%	i	i	-1%
COc1ccc(NC(=O)N2CC3(CCN(C(C)=O)CC3)C2)cc1	-4%	-2%	i	-9%	-1%	i	1.2%	0%[9.22 µM]	i	i	1%
COc1ccc(OC)c(NC(=O)Cn2c(CCC(=O)O)ccc2-c2cccs2)c1	-6%	-15%	?	-2%	-19%	i	-0.1%	5%	i	i	-7%
CCCCn1c(SCC(=O)Nc2cc(C)[nH]n2)nc2ccsc2c1=O	-7%	-2%	i	.	11%	i	3.3%[0.369 µM]	0%	i	?	8%
CCCn1nnnc1SCC(=O)NCc1ccc2c(c1)OCO2	-3%	-3%	i	2%	-14%	i	-0.4%[57.5 µM]	-1%	i	?	6%
Nc1ccc2oc(=O)c3ccccc3c2c1	-4%	-2%	i	1%	-10%	?	-0.1%[57.5 µM]	-2%	i	?	14%
N#Cc1nc(-c2ccc(Cl)cc2)oc1NCc1ccco1	-6%	-5%	8.3e-08M*	7%	32µM*	i	0.4%	2%	i	?	-9%
O=C(O)CC(c1ccccc1)n1cccc1 (stereo unspecified)	-3%	-3%	i	-5%	-1%	?	-0.5%	14%	i	i	9%
O=C(CSc1ccccn1)Nc1ccccc1F	2%	-2%	.	22%	11%	.	0.3%	0%	.	.	2%
COc1ccc(S(=O)(=O)Cc2ccc(C(=O)N3CCc4ccccc4C3)o2)cc1	-2%[2.3 µM]	-1%	.	-9%	1%	.	-1.7%	.	.	.	-8%
CCC(C)(C)n1nnnc1C(c1cc2ccc(OC)cc2[nH]c1=O)N1CCN(C2CCCCC2)CC1 (stereo unspecified)	-4%	-9%	?	-6%	7%	i	.	3%	i	i	-11%
O=C(NCCN1CCN(Cc2ccccc2)CC1)C1c2ccccc2C(=O)N2CCc3ccccc3C12 (stereo unspecified)	4%	-4%	i	-10%	10%	i	0.0%	-1%	i	i	-7%
CCCCOc1ccc(N2C(=O)CC(N(O)c3ccccc3)C2=O)cc1 (stereo unspecified)	-5%	-7%	?	-4%	?	i	0.0%[57.5 µM]	0%	i	i	-2%
CCC(C)C(=O)Nc1cc(C(=O)OC)cc(C(=O)OC)c1 (stereo unspecified)	?	-1%	i	-2%	37%[activator]	i	3.0%	0%	i	i	-6%
Cn1c(=O)n(CCOc2ccccc2Cl)c2ccccc21	-3%	16%	i	-5%	16%	i	-0.2%[57.5 µM]	1%	i	i	-1%
COC(=O)c1ccccc1NC(=O)CSc1nnc(CNS(=O)(=O)c2ccc(C)cc2)n1C	0%	-4%	i	0%	13%	i	.	-1%	i	i	3%
Cn1c(NC(=O)c2ccc(C(C)(C)C)cc2)cc(=O)n(C)c1=O	1%	-9%	.	1%	9%	.	-0.5%	.	.	.	-7%
Cc1cc(C(=O)O)cc(S(=O)(=O)N2CCOCC2)c1C	-2%	-3%	i	-1%	2%	i	1.6%	-2%	i	?	7%
O=c1c2cccnc2[nH]c(=S)n1CCCN1CCN(c2ccc(F)cc2)CC1	-5%	-1%	i	14%	-4%	i	-1.1%	0%	i	i	4%
COc1ccccc1C(=O)N1CCN(c2nc3cc(C)c(C)cc3cc2C#N)CC1	26%	7%	1.1e-07M*	1%	?	i	.	-1%	i	i	?
COc1cccc(NC(=O)c2nc3nc(C)cc(C(F)F)n3n2)c1	-3%	-2%	.	-9%	-8%	.	-0.4%	-3%	.	.	0%
O=C(NC1CCCC1)c1ccc(COCC(F)(F)F)o1	1%	0%	i	1%	6%	i	0.9%	0%	i	i	6%
CCOc1ccc(-c2nnc3sc(-c4c(OC)cccc4OC)nn23)cc1	.	.	i	.	.	i	.	8%[20.6 µM]	i	i	.
CN(CC(=O)O)Cc1oc(CO)cc(=O)c1O	-1%[11 µM]	-2%[11.4 µM]	i	-2%[9.17 µM]	-5%[11.4 µM]	i	1.9%[9.22 µM]	2%[9.22 µM]	i	i	29%[11.4 µM]
C=C1C(=O)O[C@@H]2[C@H]3O[C@]3(C)CCC=C(C)CC[C@@H]12	-1%&4%	-4%&-6%	i	3%&3%	10%&-2%	i	.	-1%	i	i	5%[25.6 µM]
CCOC(=O)C1CCCN(C(=O)c2cn(CC)c3ccc(S(=O)(=O)N4CCCC4)cc3c2=O)C1 (stereo unspecified)	3%	-4%	i	-5%	-8%	i	-3.1%	-1%	i	i	1%
[Cu].[O-]/N=C1/C(=[OH+])Nc2ccccc21.[O-]Nc1c(O)[nH]c2ccccc12	-2%[11 µM]	-9%[11.4 µM]	i	-5%[9.17 µM]	11%[11.4 µM]	?	1.3%[9.22 µM]	-7%[9.22 µM]	i	i	3%[11.4 µM]
Cc1cc(Oc2ccccc2)nc(OCC#N)n1	?	0%	i	-1%	6%	i	-1.4%	0%	i	?	-6%
C=CCN(C(=O)Nc1ccc(F)cc1)C1CC(=O)N(c2ccc(OC)cc2)C1=O (stereo unspecified)	-6%	1%	i	0%	-2%	i	-0.1%	-1%	i	?	1%
O=C1c2ccccc2C(=O)N1CCCCN1CCN(CCCCN2C(=O)c3ccccc3C2=O)CC1	-3%	-4%	i	8%	18%	i	.	1%	i	i	7%

A portion of the library. The share of hits here may be higher or lower than overall.
